Screening data as filed in PubChem.
HCV inh – blocks hepatitis C virus | Huh7.5.1 HCVcc-Cre infection, luciferase reporter, 44 h | AID 651820 | Potency, µM (top dose mostly 41.8 µM), inactives show at the highest dose activity change, negative = inhibition, actives largely listed as inhibitors | actives 3.4% (n = 340,000); note: potency is the fitted concentration of half-maximal effect
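Infectious HCV cell culture screen: compound-treated cells (1,000/well, pre-plated 4 h) are infected with HCVcc-Cre at roughly 0.5 moi and grown 44 h. Infection is quantified by luciferase signal after 15 min substrate incubation at room temperature.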
HCMV inh – blocks human cytomegalovirus replication | activity change, negative = inhibition, % at 57.5 µM | actives 4.5% (n = 410,000) | HFF cells, HCMV-luciferase reporter, 72 h; stronger effect = lower value; in the data active = activity change below about -60%; inconclusive = no clear call, values can overlap the other calls; inactive = above about -39%
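Luciferase read-out from HCMV-luciferase-infected HFFs (MOI 1 PFU/cell) 72 h post infection at 37C; compounds added after 16 h cell attachment; activity normalized between buffer-only basal and Salinomycin (10uM) inhibitor controls.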
AmpC detergent – blocks E. coli AmpC beta-lactamase in detergent assay; P00811; AmpC hydrolysis of nitrocefin, absorbance 480 nm, 0.01% Triton; Potency, µM (doses to about 114 µM), inactives show at the highest dose activity change, negative = inhibition, hits mostly inhibitors; actives 0.041% (n = 370,000);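 note: potency is the fitted concentration of half-maximal effect; 0% = no-compound wells and -100% = no-enzyme wells; nearly all actives have a fitted effect of over 25% in size; some results filed as inactive show a strong effect at the top dose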
Target sequence (P00811 whole entry, looked up): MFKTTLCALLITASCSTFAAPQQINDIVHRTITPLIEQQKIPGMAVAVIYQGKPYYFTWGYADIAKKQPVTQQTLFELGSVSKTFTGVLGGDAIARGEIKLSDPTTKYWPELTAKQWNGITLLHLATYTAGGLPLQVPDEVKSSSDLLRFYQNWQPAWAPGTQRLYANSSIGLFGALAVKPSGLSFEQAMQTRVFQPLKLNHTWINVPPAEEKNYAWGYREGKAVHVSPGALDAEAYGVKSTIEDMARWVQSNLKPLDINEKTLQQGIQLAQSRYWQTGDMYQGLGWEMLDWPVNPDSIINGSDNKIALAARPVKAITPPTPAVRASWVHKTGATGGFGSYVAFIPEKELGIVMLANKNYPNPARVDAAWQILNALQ
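AmpC (5.3 nM in the dispensed reagent) in 20 mM phosphate pH 7.0 with 0.01% (detergent screen) or 0.0001% Triton X-100 was preincubated with compounds for 15 min at room temperature. Nitrocefin was then added from an 800 uM solution, and hydrolysis was followed at 480 nm.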
FBPA Giardia inh – blocks Giardia fructose-bisphosphate aldolase activity. AID 2451. actives 0.71% (n = 290,000). purified Giardia FBPA. A8B2U2. Potency, µM (highest dose often 59.6 µM), for the others: at the highest dose activity, negative = inhibition, usual class: inhibitors; note: potency is the fitted concentration of half-maximal effect; nearly all actives have a fitted effect of over 55% in size
Target sequence (A8B2U2 whole entry, looked up): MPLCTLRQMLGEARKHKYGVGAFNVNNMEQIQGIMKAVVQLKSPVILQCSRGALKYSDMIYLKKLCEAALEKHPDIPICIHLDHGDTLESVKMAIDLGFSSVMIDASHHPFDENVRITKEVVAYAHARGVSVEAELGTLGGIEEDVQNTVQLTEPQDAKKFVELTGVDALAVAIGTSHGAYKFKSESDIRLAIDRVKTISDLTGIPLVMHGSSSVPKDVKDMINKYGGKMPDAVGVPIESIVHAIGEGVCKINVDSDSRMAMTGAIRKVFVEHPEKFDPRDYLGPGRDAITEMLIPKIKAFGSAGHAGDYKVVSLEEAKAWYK
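40 nM FBPA preincubated 10 min at RT with compound (up to 57.5 uM final), then substrate plus GAPDH/TPI/NAD/arsenate coupling and diaphorase/resazurin added. Fluorescence read after 20 min at RT, 525/598 nm.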
Sm TGR inh – S. mansoni TGR enzyme inhibition; actives 3% (n = 360,000); Potency, µM (highest dose often 114 µM), inactives show top-dose activity change, negative = inhibition, most hits filed as inhibitors; purified TGR, DTNB reduction, TNB absorbance 405 nm; Q962Y6; note: potency is the fitted concentration of half-maximal effect; nearly all actives have a fitted effect of over 60% in size
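First, TGR (20 nM dispensed) and NADPH were mixed with compound. Second, a 15 min room-temperature incubation followed. Third, further NADPH and then DTNB were added to start the reaction. Finally, TNB absorbance was monitored kinetically.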
AMA1 RON2 block – disrupts binding of P. falciparum AMA1 to RON2; AID 720542; actives 0.2% (n = 360,000); Potency, µM (series often up to 58.2 µM), for inactives: at the highest dose activity change, negative = inhibition, hits mostly inhibitors; AlphaScreen AMA1-biotinylated RON2 peptide binding;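 note: potency is the fitted concentration of half-maximal effect; 0% = vehicle wells and -100% = peptide control; nearly all actives have a fitted effect of over 45% in size; some results filed as inactive show a strong effect at the top dose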
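AMA1 (3D7) with his tag at 25 nM final met compounds first, then biotinylated RON2 peptide at 25 nM; detection used donor plus acceptor beads, 10 µg/mL apiece, read by AlphaScreen after 30 min at room temperature.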
Numbers without * were called inactive; ? = inconclusive; nt = no result given; & = joins results of further samples; [ ] = remark or other dose. Unless noted, calls come from the whole dose curve; as a rule, active = well fitted curve in the direction sought with a large enough effect; inconclusive = small, poorly fitted or top-dose-only effect, or another doubt; inactive = no such curve, though single readings can be large; an effect the other way counts as inactive or inconclusive. Unless noted, % is set by controls: 0 for no effect and ±100 for the full control effect. An unsorted share of the library, and some 9.3% of all compounds hit somewhere here.

The line under a structure holds: HCV inh	HCMV inh	AmpC detergent	FBPA Giardia inh	Sm TGR inh	AMA1 RON2 block
O=C(O)c1ccccc1N/N=C/c1c(Sc2nnnn2-c2ccccc2)nc2ccccn2c1=O
 : 22.9%	-27.4	4.4%	8.6%	39.8µM*	-4.5%
CC(=O)c1cc(C(=O)N2CCCC(CCC(=O)N(C)CCc3ccccn3)C2)cs1 (stereo unspecified)
 : 6.2%	-66.5*	6.0%	4.9%	3.2%	-12.5%
O=C(Nc1ccc(Cl)c([N+](=O)[O-])c1)c1ccc2c(c1)OCCO2
 : -22.2%	-24.3	2.0%	-9.4%	7.5%	-9.8%
Cc1cc(=O)n2nc(-c3ccc(C(F)(F)F)cc3)sc2n1
 : 10.6%	33.4	2.6%	-1.2%	-9.6%	1.3%
O=C(/C=C/c1cnc2ccccc2n1)NC12CC3CC(CC(C3)C1)C2
 : 11.5%	-27.8	-10.9%	-4.2%	-10.4%	?
Cc1ccc(NC(=O)C2CCN(S(=O)(=O)c3ccc(N4CCCC4=O)cc3)CC2)cc1Cl
 : 10µM*	-85.6*	-2.6%	nt	-4.3%	3.0%
CC(Sc1ncnc2ccccc12)C(=O)Nc1ccc2c(c1)OCCO2 (stereo unspecified)
 : 12.6µM*	-72.6*	-3.0%	0.4%	-13.0%	-23.9%
COc1ccc(OCC(=O)N2CCN(CCc3ccccn3)CC2)cc1
 : nt	8.3	17.0%	nt	1.6%	nt
CCn1c(CCNS(=O)(=O)c2ccccc2Br)nnc1SC
 : 6.6%	-5.4	4.1%	-4.6%	2.1%	8.3%
COc1ccccc1Nc1sc(C(=O)c2ccc(F)cc2)c(N)c1S(=O)(=O)c1ccc(C)cc1
 : nt	-11.0	21.9%	nt	1.2%	nt
O=C(NCCc1ccco1)C(=O)NCC1OCCCN1S(=O)(=O)c1cc(F)ccc1F (stereo unspecified)
 : 17.6%	17.1	10.7%	nt	-12.5%	-5.7%
COCCn1c(-c2ccco2)csc1=Nc1cccnc1
 : -18.9%	59.1	-6.1%	-27.9%	?	-20.2%
CCOC(=O)c1ccc(NC(=O)Cc2noc3ccc(C)cc23)cc1
 : nt	0.2	-3.1%	nt	-8.3%	nt
O=C(CCc1ccc(O)cc1)c1c(O)cc(O)cc1O
 : -22.0%[8.37 µM]	-13.6	-0.5%	-3.7%&1.3%&1.1%&13.0%	9.8%	9.8%
O=C(N/N=C/c1ccc(OCc2ccccc2)cc1)c1ccc(O)cc1
 : ?	34.9	-15.2%	2.4%	0.5%	8.7%
Cc1sc2nc(COC(=O)c3ccc(O)cc3)[nH]c(=O)c2c1C
 : 22.2%	?	3.0%	-16.7%	13.5%	3.0%
O=c1ccn(Cc2ccc(F)cc2)c2ccnc(C(F)(F)F)c12
 : -13.9%	?	-10.3%	0.8%	6.9%	4.1%
O=C(O)C1C2CC2CN1C(=O)c1ccc(Cl)cc1Cl (stereo unspecified)
 : 5.3%	-12.9	-5.3%	3.9%	-13.1%	-0.2%
CCc1nn2cc(C(=O)c3ccccc3O)cnc2c1-c1ccc(F)cc1
 : ?	26.9	-11.7%	4.0%	6.4%	?
C#CCSc1nnc(CSc2nc3ccccc3s2)n1-c1ccccc1
 : ?	3.1	4.7%	1.8%	50.1µM*	0.8%
Cc1ccc(OCCC(=O)OCC(=O)NCc2ccccc2)cc1
 : ?	-6.6	?	nt	2.9%	10.8%
N#C/C(=C\N1CCCCC1)S(=O)(=O)c1ccc(Cl)cc1
 : 3.5%	-1.2	-1.4%	1.8%	0.1%	-9.7%
CCOC(=O)N1CCC(Nc2nc3ccccc3n3nnnc23)CC1
 : 20.7%	15.4	-1.5%	6.1%	9.5%	7.3%
CCN(C(=O)CN1CCCCC1)C1(C)C(=O)c2ccccc2C1=O
 : -4.1%	-9.2	-11.9%	-1.3%	1.3%	6.1%
O=C(CSc1nc2ccccc2[nH]1)Nc1ccccc1N1CCOCC1
 : -22.7%	-6.3	0.8%	-6.0%	-2.3%	5.7%
O=C(c1noc2c1CSc1ccccc1-2)N1CCN(c2ccc(Cl)cc2)CC1
 : 22.4%	-18.0	-6.8%	-1.3%	-10.3%	-4.4%
CC(=O)Nc1ccc(C(=O)Nc2cc(S(=O)(=O)N3CCOCC3)ccc2N2CCOCC2)cc1
 : -10.7%	27.5	nt	nt	nt	16.5%[11.6 µM]
CC(=O)Nc1ccc(S(=O)(=O)N2CCCC3CCCCC32)cc1 (stereo unspecified)
 : 6.1%	0.0	-19.4%	nt	-13.1%	-7.7%
O=C(NC(=S)Nc1ncccn1)c1ccc(Cl)cc1Cl
 : 25.3%	63.9	0.8%	?	30.7%	62.4%[activator]
Cc1ccc(NS(=O)(=O)c2ccc(NC(=O)c3cccs3)cc2)c(C)c1
 : ?	?	2.9%	0.1%	0.2%	0.3%

The list goes on.
The line under a structure holds: HCV inh	HCMV inh	AmpC detergent	FBPA Giardia inh	Sm TGR inh	AMA1 RON2 block
CC(C)n1ncc(N2CCOCC2)c(Cl)c1=O
 : 11.2%	nt	?	5.2%	?	23.7%
O=C(CCCOc1ccc(Cl)cc1Cl)NCC1CCCO1 (stereo unspecified)
 : 12.8%	11.6	-3.8%	4.1%	0.0%	1.0%
CCN(CC)C(=O)CSc1nc2sc3c(c2c(=O)n1CCCOC)CCC3
 : -19.8%	-76.1*	-13.7%	8.3%	-26.5%	7.5%
COc1ccc(NC(=O)C2CCN(c3nc4ccccc4nc3C(F)(F)F)CC2)cc1
 : nt	9.2	3.7%	nt	7.8%	nt
Nc1cc(-c2nn[nH]n2)ccc1F
 : 6.8%	-90.8*	3.4%	5.9%	?	-12.4%
Cc1occc1C(=O)N=Nc1c(O)[nH]c2ccc(Br)cc12
 : 4.1%	nt	2.0%	1.2%	1.6%	nt
Cc1nc2cc(C(=O)OCC(=O)NC34CC5CC(CC(C5)C3)C4)ccc2n1-c1ccccc1
 : -3.0%	-21.8	-3.8%	14.1%	17.5%	-5.0%
Cc1ccc(NC(=O)C2CCCCC2)cc1C
 : -1.0%	-20.7	?	nt	6.4%	-3.4%
COc1ccc(OCCCN2CCc3ccccc3C2)cc1
 : -0.3%	77.2	-11.7%	-39.2%	6.4%	-5.5%
COc1ccc(OC)c(NC(=O)CSc2nnc(CNc3ccc(C)cc3C)o2)c1
 : -17.1%	-28.4	?	-20.6%	0.0%	-22.4%
O=C(c1ccc(OC2CCN(CCCc3ccccc3)CC2)cc1)N1CCCC1
 : 7.9%	3.9	nt	nt	nt	-7.3%
COc1cccc2cc(C(=O)N3CCCCCCC3)c(=O)oc12
 : 15.4%	-1.5	-1.3%	-13.5%	2.0%	-5.5%
COc1ccc(C(=O)Nc2ccc(NC(=O)c3ccccc3)cc2)cc1S(=O)(=O)N1CCOCC1
 : ?	?	1.0%	nt	2.9%	5.1%
Cc1ccc(NC(=O)c2c(C)oc3ccc(O)c(CN4CCCCCC4)c23)cc1
 : nt	-85.3*	-3.6%	nt	-17.5%	nt
CN=C1S/C(=C\c2ccc(N3CCCC3)c(F)c2)C(=O)N1C
 : -16.8%	35.4	0.1%	-3.4%	-3.5%	10.7%
COc1ccc(OC)c(-c2cc(C(=O)Nc3c(C)nn(Cc4ccc(C)cc4)c3C)no2)c1
 : nt	-14.6	4.8%	nt	1.9%	nt
c1ccc(-c2[nH]ncc2CN2CCc3ccccc3C2)cc1
 : 8.3%	-18.8	4.9%	?	2.4%	-11.7%
CC(C)CCNC(=O)C1CCC(=O)N1CCc1ccccc1 (stereo unspecified)
 : 5.4%	0.8	1.1%	1.0%	13.0%	-4.6%
CCOC(=O)C(C(=O)NCC1CCCO1)C1CCCCC1 (stereo unspecified)
 : ?	4.7	-4.2%	3.4%	-24.7%	-3.6%
COc1ccc(C(=O)Cn2c(C)nc([N+](=O)[O-])c2Br)cc1
 : ?	13.3	1.8%	2.1%	2.51µM*	-6.1%
Cc1cccc2nc(CNC(=O)CC3C(=O)NCCN3Cc3cccc(F)c3)cn12 (stereo unspecified)
 : ?	0.0	-15.9%	nt	-15.7%	25.3%
Cc1ccc2nc(Cl)c3cc(C(=O)N4CCCCC4)sc3c2c1
 : nt	-3.1	-8.0%	nt	1.5%	nt
O=C(Nc1ccc(F)c(Cl)c1)c1ccc2c(Cl)c3c(nc2c1)CCCC3
 : nt	-0.1	-5.5%	nt	-8.2%	nt
CC1CN(S(=O)(=O)c2ccc(C(=O)Nc3nnc(-c4ccco4)o3)cc2)CC(C)O1 (stereo unspecified)
 : 11.4%	-1.8	1.4%	17.7µM*	-25.9%	83.7%[activator]
CCCCNC(=O)NC1C(NC(=O)NCCCC)N(C)C(=O)N1C (stereo unspecified)
 : 13.8%	68.5	1.2%	2.6%	8.1%	11.3%
O=c1c(-c2ccc(Br)cc2)coc2c(CN3CCOCC3)c(O)ccc12
 : ?	-0.3	4.5%	-0.9%	-17.5%	-3.6%
CCN1CCCC1CNS(=O)(=O)c1ccc(Br)cc1 (stereo unspecified)
 : -6.8%	-6.5	-5.9%	0.3%	0.9%	-9.7%
O=C(Cn1c(=O)n(-c2cccc(C(F)(F)F)c2)c(=O)c2sccc21)NCC1CCCO1 (stereo unspecified)
 : 23.3%	-13.2	-1.3%	6.0%	-2.8%	0.5%
CCCS(=O)(=O)c1nc(S(=O)(=O)c2ccc(C)cc2)c(NC(C)c2ccccc2)s1 (stereo unspecified)
 : nt	33.4	-1.2%	nt	5.01µM*	nt
CCNC(=S)N(C)CCc1cc2c(c(OC)c1C=C1C(=O)N(C)C(=O)N(C)C1=O)OCO2
 : -23.6%	-22.5	-9.6%	-7.6%	-16.6%	-3.7%

(cont.)
The line under a structure holds: HCV inh	HCMV inh	AmpC detergent	FBPA Giardia inh	Sm TGR inh	AMA1 RON2 block
CCO[C@H]1OC(C(=O)N2CCOCC2)=C[C@@H](C2CC2)[C@@H]1CCCO
 : 3.0%	0.7	3.7%	3.0%	6.6%	21.6%
CCCCc1nnc(NC(=O)C(C)Sc2nc(O)c(Cc3ccccc3)c(=O)[nH]2)s1 (stereo unspecified)
 : 7.7%	-22.2	4.7%	10.3%	-15.1%	-9.8%
CCc1ccc(C(=O)c2cnc3ccc(F)cc3c2S(=O)(=O)c2ccccc2)cc1
 : nt	-1.9	-2.6%	nt	-15.8%	nt
Cc1c(Cc2ccccc2)c(=O)oc2cc(OCC(=O)N3CCC(C(=O)O)CC3)ccc12
 : ?	20.8	?	-0.6%	4.1%	-1.2%
CC(C)(C)c1cc(-n2ccnc2)n2ncc(-c3ccc(Cl)cc3)c2n1
 : 15.6%	15.8	5.5%	-2.4%	8.4%	9.4%
CCCCCN(C(=O)CCC(=O)OCC(=O)NC1CCC(C)CC1)c1c(N)n(CCCC)c(=O)[nH]c1=O (stereo unspecified)
 : -0.7%	-7.2	-4.1%	nt	-9.1%	-13.5%

Structures above that have a nitro group on carbon, in the order listed:
The line under a structure holds: HCV inh	HCMV inh	AmpC detergent	FBPA Giardia inh	Sm TGR inh	AMA1 RON2 block
O=C(Nc1ccc(Cl)c([N+](=O)[O-])c1)c1ccc2c(c1)OCCO2
 : -22.2%	-24.3	2.0%	-9.4%	7.5%	-9.8%
COc1ccc(C(=O)Cn2c(C)nc([N+](=O)[O-])c2Br)cc1
 : ?	13.3	1.8%	2.1%	2.51µM*	-6.1%
